HKDC1 inh = HKDC1 hexokinase inhibitors, primary screen, biochemical, fluorescence, uHTS; Q2TB90; recombinant HKDC1, G6PDH/diaphorase resazurin coupled fluorescence; inhibition, % at 20 µM; 0.16% of 340,000 active; AID 493160, 2011;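 active means inhibition above about 35% when tested at 20 µM, limit read from the data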;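 further: plate controls were DMSO wells with enzyme for no effect and DMSO wells lacking enzyme for full effect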
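test system = in-house recombinant HK5 (HKDC1) enzyme | amount = HKDC1 at 5 µg/mL | control set = DMSO-enzyme wells negative, buffer-substituted wells positive | compound = one dose of 20 µM, 1% DMSO | schedule = reaction time 90 min, room temperature, protected from light | technique = resorufin fluorescence at 613 nm | reagent = glucose with 1 mM ATP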
PfGluPho inh = PfG6PD enzyme inhibitors, primary screen, biochemical, fluorescence intensity, uHTS; AID 504690, 2011; PfGluPho enzyme, NADPH resazurin-diaphorase fluorescence; glucose-6-phosphate dehydrogenase-6-phosphogluconolactonase (Plasmodium falciparum 3D7); 0.78% of 350,000 active; inhibition, % at 20 µM;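 active means inhibition reaching at least a set limit at 20 µM in the primary screen, cut at about 59% in these data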;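 further: 0% = DMSO wells with substrate and 100% = DMSO wells lacking glucose-6-phosphate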
SENP6 block = SENP6 protease inhibitors, primary screen, biochemical, luminescence, uHTS. 1.8% of 330,000 active. inhibition, % at 10 µM. Recombinant SENP6 catalytic domain, aminoluciferin luminescence. Sentrin-specific protease 6 (Homo sapiens), Q9GZR1;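 active means inhibition above about 50% at the single tested dose, limit read from the data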;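 further: plate controls were DMSO wells with enzyme for no effect and DMSO wells lacking enzyme for full effect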
SENP7 inh = SENP7 protease inhibitors, primary screen, biochemical, luminescence, uHTS; recombinant SENP7, Z-RLRGG-aminoluciferin luminescence, 40 min; inhibition, % at 5 µM; 1.5% of 330,000 active; AID 434973, 2010;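 active means inhibition above about 50% at the single test dose, limit read from the data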;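 further: plate controls were DMSO with enzyme for no effect and no enzyme buffer wells for full effect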
Target sequence (Q9BQF6 706-1050 limits assumed): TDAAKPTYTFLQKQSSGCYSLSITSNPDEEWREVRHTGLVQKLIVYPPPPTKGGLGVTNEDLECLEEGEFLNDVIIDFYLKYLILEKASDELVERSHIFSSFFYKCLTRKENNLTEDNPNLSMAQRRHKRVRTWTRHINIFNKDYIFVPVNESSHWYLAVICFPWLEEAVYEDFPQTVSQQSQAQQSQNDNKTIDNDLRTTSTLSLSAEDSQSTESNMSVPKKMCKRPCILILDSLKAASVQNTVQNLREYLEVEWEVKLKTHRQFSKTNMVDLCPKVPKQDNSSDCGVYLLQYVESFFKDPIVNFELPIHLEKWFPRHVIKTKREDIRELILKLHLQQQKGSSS
GRIN3A LBD mod = binders of NR3A ligand-binding domain, primary screen, biophysical, differential scanning fluorimetry, uHTS; Glutamate receptor ionotropic, NMDA 3A (GRIN3A) ligand-binding domain; NR3A LBD differential scanning fluorimetry, Tm shift; 0% = protein alone, 100% = glycine-bound protein; Tm shift relative to glycine control, % at 25 µM; 2.5% of 340,000 active; AID 1259313, 2017;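 active means melting temperature shift of at least 10% of the positive control shift, at one fixed dose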
MPTP block = mitochondrial permeability transition pore inhibitors, primary screen, biochemical, isolated mouse mitochondria, absorbance; inhibition, % at 10 µM; Ca2+ swelling absorbance, 30 min; 1.4% of 360,000 active;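 active means inhibition of 50% or more, scaled per plate between neutral and stimulator controls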;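 further: 0% = DMSO wells given calcium and 100% = 1 mM EGTA wells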
SENP8 block = human SENP8 protease inhibitors, primary screen, biochemical, fluorescence, Nedd8 protein substrate, uHTS. Sentrin-specific protease 8 (Homo sapiens), Q96LD8. recombinant SENP8. inhibition, % at 20 µM. 0.64% of 360,000 active. AID 602440, 2012; in the data active means inhibition mostly above about 40%, no sharp cut-off; inactive means mostly below about 27%
Target sequence (Q96LD8 whole entry, looked up): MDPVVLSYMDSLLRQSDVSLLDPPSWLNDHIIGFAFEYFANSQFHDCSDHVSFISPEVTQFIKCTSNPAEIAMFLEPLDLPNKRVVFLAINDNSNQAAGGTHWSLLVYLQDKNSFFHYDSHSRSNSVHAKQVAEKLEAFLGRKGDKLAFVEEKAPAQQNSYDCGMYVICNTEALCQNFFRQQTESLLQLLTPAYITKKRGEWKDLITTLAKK
ATG4B inhibitor = ATG4B protease inhibitors, primary screen, biochemical, fluorescence, uHTS; Cysteine protease ATG4B (Homo sapiens), Q9Y4P1; ATG4B cleavage of LC3-PLA2, NBD-HPC fluorescence, 1 h; inhibition, % at 8.33 µM; 0.51% of 340,000 active; AID 504462, 2011; in the data active means inhibition above about 40%
Target sequence (Q9Y4P1 whole entry, looked up): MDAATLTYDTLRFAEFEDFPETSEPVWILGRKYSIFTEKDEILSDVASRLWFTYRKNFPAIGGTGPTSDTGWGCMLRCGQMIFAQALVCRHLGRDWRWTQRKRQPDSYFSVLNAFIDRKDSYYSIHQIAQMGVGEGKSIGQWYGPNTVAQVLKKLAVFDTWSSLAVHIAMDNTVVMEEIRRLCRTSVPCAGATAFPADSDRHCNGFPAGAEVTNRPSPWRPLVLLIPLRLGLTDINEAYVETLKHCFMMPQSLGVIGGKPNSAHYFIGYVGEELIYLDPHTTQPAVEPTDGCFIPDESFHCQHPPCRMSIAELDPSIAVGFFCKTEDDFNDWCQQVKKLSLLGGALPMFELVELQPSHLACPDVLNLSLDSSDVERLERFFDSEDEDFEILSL
* = called active by the depositor; nt = not tested or not shown. Not a hit list; about 6.9% have a hit in one of these screens.

SMILES	HKDC1 inh	PfGluPho inh	SENP6 block	SENP7 inh	GRIN3A LBD mod	MPTP block	SENP8 block	ATG4B inhibitor
C=CCN1CC(=O)N2C(C)c3[nH]c4ccccc4c3C[C@H]2C1=O (some centres not stated)	5	14	-12	-7	3	0.3	2	-9
Nc1nc(NC(=O)CCCC(=O)O)nn1-c1ccccc1	-11	-13	-5	-1	0	-0.8	19	-14
Cc1cc(NS(=O)(=O)c2ccc(NC(=O)NC(C)(C(F)(F)F)C(F)(F)F)cc2)no1	-7	-10	6	-3	-3	-3.4	11	-4
COc1ccc(NC(=S)N(Cc2ccccn2)Cc2ccccc2Cl)cc1	-3	2	-9	0	1	-1.6	6	-1
COc1ccc(NC(=O)Cc2nc3ccccc3[nH]2)cc1	-3	-17	-11	-1	-4	-4.6	1	-8
Cn1c(Cn2c(=O)sc3ccccc32)nnc1SCC(N)=O	-6	-9	-5	22	-1	-0.7	6	-4
COc1ccc(CN2CCN(C(=O)c3cccs3)CC2)cc1	2	-14	-19	8	-2	1.4	22	-1
NC(=O)c1nsc(C(=O)N(c2ccccc2)C(C(=O)NC2CCCC2)c2cccs2)c1N (configuration not stated)	-4	-14	-30	-17	-1	-0.6	-338	7
CC(C)c1nnc(NC(=O)CCC(=O)NCc2ccc(F)cc2)s1	3	-11	-18	2	-5	0.0	-6	4
COc1cc2c(c(O)c1OC)C(=O)C(OC)CCC2 (configuration not stated)	-4	-20	4	-3	-2	-0.3	23	3
Nc1cc(Br)c(N)c(Br)c1	5	4	0	9	-2	1.8	16	-7
COc1cc(C)nc(Oc2ccc(=O)[nH]n2)n1	-7	-19	-8	1	-6	-2.0	13	-3
CN(C)c1ccc(C(=O)OCc2ccccc2)cc1	4	0	-2	-3	1	-3.8	2	10
CC(=O)C1C=CC(C)(C(=O)O)C2C=C(C)C(=O)C(C)(O)C12 (configuration not stated)	-7	7	nt	nt	-1	-0.2	14	1
O=C(Cc1ccccc1)NCC(=O)N/N=C/c1ccc(C(=O)O)cc1	3	-11	-3	13	2	2.1	9	8
O=C(Nc1ccc(-c2noc(COc3ccccc3Cl)n2)cc1)c1ccco1	-6	-15	-6	10	13*	0.0	7	4
Cc1cc(OC(=O)c2ccc(F)cc2)c([N+](=O)[O-])c(=O)[nH]1	-4	-3	1	-3	2	-0.8	15	6
O=C(CN1C(=O)c2cccc3cccc1c23)NCC1CCCO1 (configuration not stated)	8	-6	-18	0	16*	0.7	-257	6
CCn1cc(C(=S)N2CCC(C(N)=O)CC2)c2ccccc21	6	-21	-6	-4	0	-0.7	7	-7
CCC1Sc2ccccc2N(CC(=O)NCc2ccccc2OC)C1=O (configuration not stated)	-1	-2	-9	3	0	-2.4	27	24
Cc1ccc(C(=O)NNC(=O)C(NC(=O)c2cccc(C)c2)C(C)C)cc1 (configuration not stated)	-7	7	6	-1	3	-1.1	10	-9
CC(C)(C)NC(=O)C(=O)NN=C1CCCCCCCCCCC1	-7	13	-3	9	-2	-0.4	0	0
CCOc1ccc([C@@H]2CC=C(C(=O)O)CN2S(=O)(=O)c2ccc(C)cc2)cc1	-2	-8	5	2	5	-2.6	-4	-3
O=C(NCCCn1ccnc1)c1cc2ccccc2o1	-7	10	-9	5	0	0.1	6	-4
COc1ccc(CNC(=O)CN(Cc2ccc(C)cc2)S(=O)(=O)c2ccc(Cl)cc2)cc1	-5	26	10	3	-12	32	18	-9
O=C(O)CN1C(=O)c2ccc(Oc3ccc4c(c3)C(=O)N(CC(=O)O)C4=O)cc2C1=O	3	1	-5	7	2	-2.0	21	2
CN(CC(=O)Nc1ccc2c(c1)OCCO2)S(=O)(=O)c1ccc(F)cc1	-6	-3	-12	-1	-2	-3.3	8	4
CN(CCc1cnn(C)c1)C(=O)CCc1nnc(CCCc2ccccc2)o1	15	0	-2	-8	0	1.3	12	-11
COc1cccc(/C=C/C(=O)OCC(=O)NC2CC2)c1OC	-4	13	-8	1	0	-0.7	-139	0
CC(=O)Nc1nc(S(=O)(=O)c2ccc(C)cc2)c(Cl)s1	1	-8	10	16	1	-0.2	2	-11
Cc1cc(C)cc(C(=O)Nc2c3c(nn2C(C)(C)C)CS(=O)(=O)C3)c1	-5	0	-4	17	2	-0.8	2	-7
Cn1c(=O)[nH]c(=O)c2c1nc(CN1CCOCC1)n2Cc1ccc(F)cc1	-2	-7	4	6	2	-0.3	13	6
CC1(C(=O)Nc2cccc(-n3cnnn3)c2)Cc2ccccc2C(=O)O1 (configuration not stated)	-2	8	-11	-6	1	0.1	12	-7
Cc1ccc(S(=O)(=O)Nc2ccccc2C(=O)NCc2cccnc2)cc1	-2	-14	8	-5	-1	-4.0	-71	-5
CC1=CCC(Cc2nc3ccccc3o2)C1(C)C (configuration not stated)	-2	10	-11	6	-2	2.7	15	-9
Cc1oc2c(CN3CCCC3)c(O)ccc2c(=O)c1-c1ccc(Br)cc1	17	2	1	3	0	-0.6	-261	-5
CN(CC(=O)Nc1ccc(Cl)c(C(F)(F)F)c1)C(=O)Cc1n[nH]c(=O)c2ccccc12	-2	17	-4	-4	-4	9.2	8	-4
N/C(=N\OC(=O)c1cnn(-c2ccccc2)c1C(F)(F)F)c1cc(C(F)(F)F)cc(C(F)(F)F)c1	0	13	-17	10	7	5.0	2	-3
Cc1ccc(NC(=O)c2cc(-c3cccs3)on2)cc1C	-6	4	-12	18	-10	1.7	-2	-5
Cc1ccccc1NC(=O)C1(C)Cc2ccccc2C(=O)O1 (configuration not stated)	-8	6	-9	-12	0	0.1	9	0
Cc1cccc(N2CCN(C(=O)c3ccccc3NC(=O)C3=CSCCO3)CC2C)c1 (configuration not stated)	2	12	-5	2	1	1.3	-4	-6
Cc1cc(C)c2c(n1)nn1c(N3CCN(Cc4ccccc4)CC3)cc(C)nc21	0	1	nt	nt	-3	1.5	-318	-4
COCCn1c(CN(Cc2ccccc2)Cc2ccccc2)nc2c1c(=O)n(C)c(=O)n2C	-3	-1	-10	1	-4	0.9	-9	-5
COc1ccccc1CC(=O)N1CCN(c2cccc(Cl)c2)CC1	-4	9	-4	1	4	-0.6	11	0
CC(=O)Nc1cccc(C(=O)OCC(=O)NC2CCCCCCC2)c1	3	2	-2	-9	1	-1.5	1	5
O=C(NC1CCCCC1)c1cccc(Cn2cc(Cl)cn2)c1	-2	2	-32	3	5	0.9	6	-5
NS(=O)(=O)c1ccc(N2N=C(c3ccccc3)CC2c2ccc(F)cc2)cc1 (configuration not stated)	0	43	2	5	4	2.6	-499	4
CCOC(=O)C1CCCN(C(=O)c2cc3cc(Br)ccc3oc2=O)C1 (configuration not stated)	-6	-20	23	-8	0	4.1	2	-1
CCCC(C(=O)Nc1ccc2c(C)cc(=O)oc2c1)c1ccccc1 (configuration not stated)	0	-3	-5	1	-3	2.8	-391	-3
S=c1[nH]nc(COc2ccccc2)n1/N=C/c1ccccc1Br	4	16	-6	7	-10	0.5	32	29
O=C(COC(=O)CC1CC2CCC1C2)Nc1ccccc1[N+](=O)[O-] (configuration not stated)	1	-4	-11	2	1	-1.3	12	9
Cc1nc(-c2ccc(Cl)cc2)sc1C1(C)CC(c2ccccc2Br)=NO1 (configuration not stated)	1	-5	-12	-5	-4	1.7	-82	2
O=C(COC(=O)c1cc(Cl)nc(Cl)c1)NC1CCCCCC1	5	5	-4	-3	-1	0.7	-9	-1
O=S(=O)(Nc1ccc(Cl)cn1)c1cccc(S(=O)(=O)c2ccccc2)c1	-4	-49	-17	-3	-2	1.8	-11	0
Cc1ccccc1NC(=O)CCN1CCCC1	-6	-6	-29	-4	0	2.4	14	-2
COC(=O)[C@]1(C)N[C@H](CN(C)C(=O)Nc2ccc(Cl)cc2)[C@@H]2C(=O)N(C)C(=O)[C@@H]21	-6	-2	-14	-5	0	-1.0	-5	1
COc1ccc(/C=N/NC(=O)CCc2n[nH]c(=O)[nH]c2=O)cc1O	8	-7	-15	-8	0	-0.3	-4	0
CCc1cccc2sc(NC(=O)C3CC3)nc12	-2	15	-4	1	12*	-0.9	17	-4
CN(C(=O)COC(=O)c1cc2ccccc2cc1O)C1CCCCC1	3	22	-7	-7	0	0.0	-320	4
CCN(C(=O)CSc1nnc(-c2cccs2)n1N)c1c(N)n(Cc2ccccc2)c(=O)[nH]c1=O	-9	-5	-16	-15	0	-0.2	0	-1

Remaining list, next part:
SMILES	HKDC1 inh	PfGluPho inh	SENP6 block	SENP7 inh	GRIN3A LBD mod	MPTP block	SENP8 block	ATG4B inhibitor
CC1(C)Cc2ccccc2C(N/N=C/c2ccc([N+](=O)[O-])cc2)=N1	12	-14	-6	-4	-2	1.8	16	0
Cc1cc(C)n(C(N)=NC(=O)c2ccc([N+](=O)[O-])cc2)n1	-5	8	-3	-9	-1	0.9	18	-2
COc1cccc(/C=C2\N=C3CCCCCN3C2=O)c1	4	1	14	4	2	1.3	-118	-8
Cc1cccnc1NC(=O)CCNC(=O)c1ccccc1Cl	-4	2	-47	-10	-1	-0.4	4	-4
CCC(=O)Nc1cccc(NC(=S)NC(=O)c2ccccc2Cl)c1	-2	9	12	3	17*	0.9	24	1
C#CCNC(=O)C1=C[C@@H](c2ccccc2)C[C@@H](OCCCCO)O1	7	0	-5	3	0	-1.7	-38	1
Cc1cccc(-n2c(=O)c(C#N)cc3c(=O)n4ccccc4nc32)c1	5	-6	8	3	0	4.4	-315	4
O=C(COC(=O)c1cc2c(s1)CCCC2)NCc1ccccc1Cl	-9	2	-5	-10	2	1.4	20	40*
O=C(CCCn1c(=O)c2ccccc2n(CC(=O)NCc2ccco2)c1=O)NCc1ccco1	-5	-10	-17	-9	0	-1.1	18	-4
Cc1ccc(/C=C/C(=O)N2CCN(c3ncccn3)CC2)o1	-8	64*	-12	-8	-1	1.0	-21	-9
CN(C)Cc1c(C(=O)N/N=C/c2cccnc2)nnn1-c1nonc1N	-1	-1	-3	7	-1	-2.2	25	-4
S=C(N/N=C1\CCc2ccccc21)NC1CCCCC1	-7	-10	-16	-3	0	-0.9	1	17
Clc1ccc(-c2nc3n(n2)Cc2ccccc2-3)cc1	-1	5	63*	99*	-2	0.2	20	-2
CCOc1ccc(CCNS(=O)(=O)c2c(C)nc3scc(C)n3c2=O)cc1OCC	-4	-6	-16	-8	-2	0.0	-62	-1
COc1cccc(OC)c1C(=O)Nc1ccc(C(=O)NCc2ccccc2)cc1	0	-5	1	-6	2	-1.5	0	-4

Just SENP6 block, GRIN3A LBD mod and HKDC1 inh (4 entries from above):
mol | SENP6 block | GRIN3A LBD mod | HKDC1 inh
Cc1ccc(/C=C/C(=O)N2CCN(c3ncccn3)CC2)o1 | -12 | -1 | -8
C#CCNC(=O)C1=C[C@@H](c2ccccc2)C[C@@H](OCCCCO)O1 | -5 | 0 | 7
CN(C)Cc1c(C(=O)N/N=C/c2cccnc2)nnn1-c1nonc1N | -3 | -1 | -1
CCC(=O)Nc1cccc(NC(=S)NC(=O)c2ccccc2Cl)c1 | 12 | 17* | -2

Compound activity as filed in PubChem BioAssay.
